# Screens as filed in PubChem BioAssay.
# L major viab = inhibitors of Leishmania major promastigote growth. Leishmania major promastigotes, resazurin fluorescence viability. inhibition, % at 10 µM. actives 9% (n = 200,000). AID 1063; in the data active means inhibition above about 50%;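 further: promastigotes grown with compound for 44 hours at 28 °C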
# TNAP inh hiacc = TNAP (human) inhibition, high acceptor; P05186; purified TNAP, CDP-star luminescence, 1 M DEA; inhibition, % at 20 µM; actives 0.03% (n = 200,000); AID 1135;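 active means over 50% inhibition of tissue-nonspecific alkaline phosphatase at 20 µM in the single-dose screen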;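 further: plate controls were DMSO wells for no effect and EDTA-quenched wells as full inhibition for full effect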
# Target sequence (P05186 whole entry, looked up): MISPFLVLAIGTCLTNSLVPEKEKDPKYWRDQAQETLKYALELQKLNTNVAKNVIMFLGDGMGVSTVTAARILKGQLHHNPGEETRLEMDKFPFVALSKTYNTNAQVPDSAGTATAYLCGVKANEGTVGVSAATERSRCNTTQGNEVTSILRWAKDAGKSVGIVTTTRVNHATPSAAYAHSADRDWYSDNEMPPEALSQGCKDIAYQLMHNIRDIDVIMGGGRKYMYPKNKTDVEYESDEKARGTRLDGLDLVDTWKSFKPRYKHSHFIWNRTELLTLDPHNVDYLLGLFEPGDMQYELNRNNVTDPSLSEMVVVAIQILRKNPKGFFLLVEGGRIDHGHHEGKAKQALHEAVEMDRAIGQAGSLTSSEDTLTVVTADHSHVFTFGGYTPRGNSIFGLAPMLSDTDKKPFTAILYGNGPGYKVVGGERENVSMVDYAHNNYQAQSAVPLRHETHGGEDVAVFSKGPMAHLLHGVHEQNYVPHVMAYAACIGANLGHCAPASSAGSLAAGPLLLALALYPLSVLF
# bIAP inhibitor = blocks bovine intestinal alkaline phosphatase activity; purified bovine IAP, CDP-star luminescence, 30 min; inhibition, % at 20 µM; 190,000 tested, under 10 active;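 active means over 50% inhibition of intestinal alkaline phosphatase at 20 µM in the single-dose screen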
#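 Incubation: 30 min reaction at room temperature / Material: purified bovine intestinal alkaline phosphatase (IAP) enzyme / Input: enzyme at 1/65,000,000 dilution / Dosing: 20 µM single dose / Signal: CDP-star luminescence signal / Reagent: CDP-star chemiluminescent phosphatase substrate, 30 µM final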
# TNAP inh noacc = inhibitors of human TNAP without phosphate acceptor | P05186 | purified TNAP, CDP-star luminescence, 30 min | inhibition, % at 20 µM | actives 0.26% (n = 200,000) | AID 1012;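 active means tissue-nonspecific alkaline phosphatase inhibition above about 50% at 20 µM in the single-dose screen, limit read from the data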;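 further: 0% = DMSO negative control and 100% = EDTA positive control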
# FLuc act counter = affects firefly luciferase, flagging false hits in luciferase stimulation screens; activation factor at 10 µM; ATPlite luciferase biochemical, luminescence, 10 min; 0 = ATP-free wells, 1 = DMSO control; 200,000 tested, under 10 active; AID 1027; P08659;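 active means luciferase activation factor, scaled between plate controls, of at least 2 with compound at 10 µM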
# Target sequence (P08659 whole entry, looked up): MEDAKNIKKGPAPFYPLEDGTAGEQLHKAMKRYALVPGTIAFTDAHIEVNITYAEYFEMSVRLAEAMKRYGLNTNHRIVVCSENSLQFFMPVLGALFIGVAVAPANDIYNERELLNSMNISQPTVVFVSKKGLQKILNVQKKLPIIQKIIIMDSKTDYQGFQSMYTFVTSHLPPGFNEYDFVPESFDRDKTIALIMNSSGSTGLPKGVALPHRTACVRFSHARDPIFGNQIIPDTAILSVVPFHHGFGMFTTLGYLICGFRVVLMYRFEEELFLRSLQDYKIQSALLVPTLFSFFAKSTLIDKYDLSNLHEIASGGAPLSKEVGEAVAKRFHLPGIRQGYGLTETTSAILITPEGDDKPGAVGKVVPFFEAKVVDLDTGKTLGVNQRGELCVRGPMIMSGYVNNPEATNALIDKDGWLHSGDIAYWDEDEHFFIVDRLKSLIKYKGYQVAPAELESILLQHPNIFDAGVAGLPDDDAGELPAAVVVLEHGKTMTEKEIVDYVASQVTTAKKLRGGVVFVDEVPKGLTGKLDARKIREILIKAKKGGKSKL
#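 Assay system: Luciferase/luciferin reagent mix; Medium: PBS as buffer for the ATP substrate; Dosing: test compounds dosed from 2 mM stocks in 100% DMSO; Times: 10 min, room temperature; Signal: luminescence from luciferase reaction; Read-out: luciferase activation; Controls: No-ATP low control, compound-free enzyme-plus-ATP high control.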
# bIAP activator = intestinal alkaline phosphatase (bovine) activation | purified bovine IAP, CDP-star luminescence, 30 min; active compounds read high; fold of DMSO-control signal, blank-subtracted | activation factor at 20 µM | actives 0.17% (n = 200,000) | AID 1016;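 active means activation factor of 2 or more at 20 µM, a signal rise over negative controls twice the positive control's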
# TNAP act hi DEA = TNAP (human) activation, high acceptor; purified TNAP, CDP-star luminescence, 1 M DEA, 30 min; active compounds read high; 0 = EDTA background, 1 = DMSO-only activity; activation factor at 20 µM; 200,000 tested, under 10 active; P05186; AID 1136;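 active means activation factor at least 2 at 20 µM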
#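 Assay system: human TNAP; Input: enzyme diluted 1/800 final; Reagent: CDP-star luminogenic substrate at 100 µM final; Timing: 30 min, room temperature; Signal: luminescence; Evaluation: TNAP activation factor scaled between EDTA and DMSO control wells.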
# FLuc inhib CS = counter-screen for luciferase assay inhibitors: firefly luciferase inhibition; inhibition, % at 10 µM; actives 1.5% (n = 200,000); ATPLite firefly luciferase biochemical luminescence, 10 min; P08659;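 active means inhibition above about 50% when tested at 10 µM, limit read from the data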
# APP 5UTR inh = APP translation inhibition; actives 0.82% (n = 190,000); SH-SY5Y APP 5'UTR-luciferase reporter, luminescence; AID 1285; inhibition, % at 2 µM;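 active means inhibition above a set limit, derived from the sample mean plus 3 SD, cut at about 45% in these data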; further: values of inactives mirror those of a sister screen read the other way
# RAM inhibit = inhibitors of the yeast RAM network | S. cerevisiae dse1pr::URA3 reporter, 5-FOA growth OD615, 2 d; analog-sensitive cbk1-as2 kinase mutant strain | inhibition, % at 50 µM | actives 1.8% (n = 190,000);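 active means inhibition above a set limit, 3 SD over mean compound inhibition, cut at about 8.4% in these data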;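 further: 0% = DMSO-only wells with no growth and 100% = 10 µM 1-NA-PP1 full growth; inhibition rescues growth on 5-FOA so higher OD means more RAM inhibition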
# An asterisk follows results filed as active; nt = not tested or not shown; & = joins results of further samples.
Compound,L major viab,TNAP inh hiacc,bIAP inhibitor,TNAP inh noacc,FLuc act counter,bIAP activator,TNAP act hi DEA,FLuc inhib CS,APP 5UTR inh,RAM inhibit
CCOc1ccc2c(c1)N(C(=O)CN1C(=O)CCC1=O)C(C)(C)C=C2C,-6,-9,-1,-13,1,1,1.1,-4,5,0.5
Clc1cccc(Cl)c1COn1nnc2ccccc21,-2,-3,17,-18,1,0.8,1,-2,-26,2.2
Cc1ccc2oc(=O)c3cc(C(=O)Nc4cc(-c5cccc(F)c5)no4)sc3c2c1,-9,-4,12,-11,1.1,0.9,1,-5,-35,1.7
CCc1ccccc1NC(=O)c1cc(-c2ccc(F)cc2)on1,-4,-7,39,-12,1.1,0.6,1.1,-7,-20,2.9
COc1ccc(CCNc2nc(-c3sc(N)nc3C)cs2)cc1OC,15,-2,4,-5,1.1,1,1,-12,-3,0.7
Cc1nn(-c2ccccc2)c(N)c1N=Nc1ccc2ccccc2c1,-1,9,-3,18,1,1,0.9,0,-76,6.3
C=CCC(NCc1ccco1)c1ccc(OC)cc1OC (stereo not given),0,-2,1,-5,1.1,1,1,-8,-7,0.2
C[C@H](NC(=O)C1(c2ccccc2)CCN(C(=O)[C@H]2CSCN2C(=O)OC(C)(C)C)CC1)C(=O)O,0,-8,10,0,1.1,0.9,1.1,-11,3,3.1
CC(=O)Nc1ccc(OCC(O)CN2CCN(c3ccc(Cl)cc3)CC2)cc1 (stereo not given),-3,-5,-7,-6,1.1,1.1,1,-6,5,0.5
COc1ccccc1NS(=O)(=O)c1cc(C(=O)NCCN2CCOCC2)ccc1Cl,3,-5,-3,-11,1,1,1,-5,-10,0.3
O=C(Oc1ccc2ccccc2c1Br)N1CCCCCC1,0,-2,7,-6,0.5,0.9,1,47,-172,1.1
Cn1cccc1/C=N/NC(=O)c1ccc(OC(F)(F)C(F)F)cc1,-7,0,1,-1,0.8,1,1,22,-19,0.5
CCCN1C(=O)/C(=C2\SC(N3CCCCC3)=NC2=O)c2ccccc21,64*,1,11,-3,0.3,0.9,1,71*,-20,0.8
O=c1[nH]c2c(s1)C(c1ccccc1)C1C3CCC(C3)C1S2 (stereo not given),-10,-3,3,-11,1,1,1,-3,8,0.9
COc1ccc(C(NC(=O)CNC(C)=O)C(=O)Nc2ccc3c(c2)OCCO3)cc1 (stereo not given),3,-4,-5,-6,1.1,1,1,-7,-12,1.8
CC(=O)c1cccc(NC(=O)CCNS(=O)(=O)c2cccc3nsnc23)c1,0,0,9,-10,1.1,0.9,1,-9,7,1.3
C#CCOCCOCCOCCNc1nc(N2CCN(C(=O)Cn3cc(CC(C)O)nn3)CC2)nc(N2CCN(C(=O)[C@H](CCCCN)n3cc(CCC(=O)O)nn3)CC2)n1 (stereo not given in full),-4,-2,9,-11,1,0.9,1,-2,11,0.4
Cc1ccc(S(=O)(=O)N2CCC(=O)N(C(COCc3ccc(Cl)cc3)C(C)C)CC2)cc1 (stereo not given),24,4,17,-2,1,0.8,1,-1,28,4.9
CCOC(=O)CN1C(=N)N(c2nc(NC(C)C)nc(NC(C)C)n2)CC1=O,-3,-3,13,-9,1.1,0.9,1,-8,-11,0.4
O=C1CC(N2CCC(c3nc4ccccc4o3)CC2)C(=O)N1c1cc(Cl)cc(Cl)c1 (stereo not given),-6,-2,-2,-8,1,1,1,-4,22,1.5
Cc1cccc(N2CCN(c3cc(C)nc4nnnn34)CC2C)c1 (stereo not given),-5,-4,4,-7,1.1,1,1,-10,-18,-0.7
CCS(=O)(=O)c1ccc(C(=O)NC)c(Cl)c1Cl,2,-1,8,-4,1,0.9,1,-4,-10,1.4
NNC1=N[C@H]2CS(=O)(=O)C[C@H]2S1,-4,2,10,-9,1,0.9,1,-4,3,2.1
Cc1csc(SC(C)C(=O)NCC(=O)Nc2ccc(F)c(F)c2F)n1 (stereo not given),-5,-1,-5,-14,1,1.1,1,-4,-23,1.4
C=C(C)C1CC=C(C)/C(=N/NC(=S)Nc2ccccc2)C1 (stereo not given),-5,9,-15,5,1,1.1,0.9,-1,3,5.9
Cc1nc2nc(C)c(CCC(=O)NCCCN3CCN(c4cccc(Cl)c4)CC3)c(C)n2n1,-2&1,-5&-3,-2&-8,-4&0,1.1&1,1&1.1,1&1,-10&-4,-5&2,-0.1&-0.4
COc1ccc(Cn2cnc3c([N+](=O)[O-])c(C)c(C)cc32)cc1,3,-4,8,-9,1.1,0.9,1,-10,nt,1.2
COc1ccc(-n2c(Cc3ccccc3)nnc2SCc2ccc([N+](=O)[O-])cc2)cc1,7,2,-16,-5,1,1.2,1,-2,10,2.1
Cc1cccc(-n2c(=O)c3c(C)c(C)sc3n(CC(N)=O)c2=O)c1,4,-2,-3,2,1,1,1,1,16,2.3
Cn1c(NCc2ccco2)nc2ccccc21,-1,-8,14,-16,1,0.9,1.1,-1,-15,-0.5
Cc1ncsc1CCSc1nc2ccccc2c(=O)n1C,9,-4,9,-12,1,0.9,1,0,5,-0.1
O=C(CSc1nnc2c(Cl)cc(C(F)(F)F)cn12)N(Cc1ccccc1)Cc1ccccc1,4,-2,1,-6,1.1,1,1,-9,-26,3.8
COc1ccc(-n2ccnc2SCC(=O)NCc2ccc(F)cc2)c(OC)c1,0,-4,0,-20,1.1,1,1,-7,-3,-0.2
CCOc1ccc(NC(=S)N2CCCCCC2)cc1,4,-1,-1,-8,1,1,1,3,-2,0.1
O=C(NCc1nnc(SCC(=O)N2CCC(Cc3ccccc3)CC2)o1)c1ccccc1F,-2,1,-9,-10,1,1.1,1,-1,-11,2.2
Cc1csc(NC(=O)CSc2nnc(-c3cccs3)n2C)n1,0,-9,7,-10,1,0.9,1.1,-4,-12,3.5
COCCn1c(=S)[nH]c2cc(C(=O)N3CCC(C(N)=O)(N4CCCCC4)CC3)ccc2c1=O,1,-2,4,-5,1,1,1,-3,5,1.1
Cc1ccc(NS(=O)(=O)c2ccc(C)c(NC(=O)COc3ccc4ccccc4c3)c2)c(C)c1,22,-4,0,-14,1,1,1,-4,2,6.1
c1ccc2sc(-c3ccc4c(c3)OCO4)nc2c1,1,-5,12,-9,0.1,0.9,1.1,89*,-168,0.7
N#CC1=C(N)N(c2ccccc2C#N)C2=C(C(=O)CCC2)C1c1ccsc1 (stereo not given),-1,0,15,-1,1.1,0.8,1,-9,-16,1.8
COc1ccccc1NC(=O)N1c2ccc(F)cc2CCC1C (stereo not given),0,2,11,-2,1,0.9,1,0,-27,2.9
O=C(CSc1ncn(-c2ccccc2)n1)Nc1ccc2c(c1)OCCO2,-11,-4,19,1,1.1,0.8,1,-5,-5,1.9
CCOC(=O)N1CCN=C1SCc1ccc(C(F)(F)F)cc1,4,-6,-16,-14,1.1,1.2,1.1,-7,2,-0.5
Cc1nnc2c(NC3CCCC3)nc3ccccc3n12,2,0,-5,-5,1,1.1,1,4,-15,1.8
CCNC(=S)NNC(=O)c1nn(C)c(C)c1Cl,-5,-5,-59,-142,1.1,1.6,1,-8,-7,0.3
Cc1ccc(NC(=O)C(=O)NCc2ccc(/C=N/NC(=O)c3c(C)nc4ccccn34)o2)cc1,-7,-3,-1,-30,0.3,1,1,73*,-6,-0.6
CC(C)C(=O)N(c1ccc2oc(=O)sc2c1)S(=O)(=O)c1ccccc1,-10,9,14,-1,1,0.9,0.9,-4,4,11*
O=C(NC(=S)Nc1cccc(NC(=O)c2ccccc2)c1)c1cccc([N+](=O)[O-])c1,2,4,28,3,1.1,0.7,1,-6,22,3.0
CC/C(Cc1ccccc1)=N\NC(=O)c1cc(C)oc1C,-11,-3,31,-6,1.1,0.7,1,-5,-26,-0.1
CC1Cc2ccccc2N1C(=O)COC(=O)C1=COCCO1 (stereo not given),10,-6,4,-12,1,1,1.1,-4,6,-0.3
CC(C)(Oc1ccc(Cl)cc1)C(=O)Nc1ccc2oc(-c3ccncc3)nc2c1,13,-2,16,0,1.1,0.8,1,-11,-4,0.8
COc1ccc(CCNC(=O)c2[nH]c(C)c(C(C)=O)c2C)cc1OC,3,-1,5,-18,1.1,0.9,1,-7,1,1.4
O=C(Nc1ccccc1)c1cc(Cl)nc2ccccc12,22,-3,14,-9,1,0.9,1,-4,-8,1.8
Cc1ccc(N2C=Nc3ccc(C)c4nc(C)cc2c34)cc1,23,5,-8,-3,1,1.1,0.9,4,-6,0.6
O=C(NN1CCN(Cc2ccccc2Cl)CC1)c1ccc(Br)cc1,5,-1,7,-1,1,0.9,1,-3,-3,1.9
CC(C)(C)c1ccc(C(=O)Nc2ccc(N3CCOCC3)cc2)cc1,3,-5,4,-2,1,1,1,-2,-1,0.7
Cc1cnc(C(=O)Nc2nnc(C(C)C)s2)cn1,1,-1,-18,-3,1,1.2,1,-1,-36,-0.9
COc1ccc(CNC(=O)C2CCCN(S(=O)(=O)c3cc(C)ccc3OC)C2)cc1 (stereo not given),3,-7,1,-4,1.1,1,1.1,-6,-14,0.5
CCOC(=O)C1=C(c2ccccc2)N=C2SCC(=O)N2C1c1ccc(OCC)c(OCC)c1 (stereo not given),-1,2,7,-6,1,0.9,1,-1,-6,5.1
COc1ccc(C(=O)N2CCN(C(C)=O)CC2)cc1S(=O)(=O)N1CCOCC1,18,-4,6,-12,1.1,0.9,1,-7,0,0.0

# The listing continues:
Compound,L major viab,TNAP inh hiacc,bIAP inhibitor,TNAP inh noacc,FLuc act counter,bIAP activator,TNAP act hi DEA,FLuc inhib CS,APP 5UTR inh,RAM inhibit
CCC(CC)C(=O)NCCc1ccc(S(N)(=O)=O)cc1,-3,-6,12,-9,1.1,0.9,1.1,-6,-5,1.4
Cc1cc2c(cc1C)NC(c1c(C)n(C)n(-c3ccccc3)c1=O)C1=C(CC(C)(C)CC1=O)N2 (stereo not given),100*,-5,-5,-1,1,1,1.1,-1,-70,2.4
CC(C)NC(=O)NC(=O)COC(=O)c1ccc([N+](=O)[O-])cc1Cl,-3,-2,-2,-17,1.1,1,1,-8,22,0.1
C=CCn1c(-c2ccccc2)nc(=S)c2c1CC(C)(C)OC2,2,0,16,-13,1.1,0.8,1,-5,-4,0.6
CCc1ccc(-c2ccc(C(=O)C(F)(F)F)[nH]2)cc1,2,-5,-1,0,0.9,1,1.1,5,-179,1.4
Cc1occc1-c1nnc(SCC(=O)NCCc2ccccc2)o1,10,-5,-5,-12,1,1.1,1,-4,3,-0.2
CCCCSc1nsc(NC(C)=O)n1,0,-4,11,-16,0.9,0.9,1,6,-142,0.0
